Screening results as filed in PubChem.
Fam108B inh = blocks mouse Fam108B hydrolase in RBBP9 counter-screen; hit rate 0.33% among 300,000; inhibition, % at 9.51 µM; recombinant Fam108B, FP-Rh probe fluorescence polarization;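 active = inhibition above the screen mean inhibition plus 3 SD, computed separately per campaign, cut at about 18% in these data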;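 also: inhibitors lower polarization as less probe binds the enzyme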
MCL1-BIM inh = MCL1-BIM-BH3 interaction inhibition (human); Q07820; GST-MCL1 / FITC-Bim-BH3 fluorescence polarization; inhibition, % at 10.9 µM; hit rate 0.68% among 320,000; AID 2057;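 active = inhibition above the mean inhibition of all tested compounds plus 3 SD, set per campaign, cut at about 40% in these data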;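 also: 0% = DMSO wells and 100% = unlabeled Bim-BH3 peptide control; higher means more loss of mP so more displacement of Bim peptide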
GLD-1 TGE inh = GLD-1-TGE RNA interaction inhibition (C. elegans). Q17339. hit rate 0.44% among 320,000. purified GLD-1 + fluorescein TGE RNA, fluorescence polarization. inhibition, % at 5.96 µM. AID 2280;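 active = percent inhibition above a per-plate cutoff, the plate mean of test compounds plus 3 SD, cut at about 30% in these data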;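 also: 0% = DMSO wells with GLD-1 and probe and 100% = wells lacking GLD-1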
PME-1 inh = PME-1 (human) inhibition; Q9Y570; recombinant PME-1, FP-Rh probe fluorescence polarization; inhibition, % at 5.9 µM; hit rate 0.53% among 320,000; AID 2130;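 active = inhibition above the campaign mean of all compounds plus 3 SD, cut at about 26% in these data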;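 also: competitive labeling of PME-1 active site by serine hydrolase directed probe; 0% = PME-1 with DMSO and 100% = wells lacking PME-1 enzyme; inhibitors block probe labeling so polarization falls and inhibition rises; many of its hits are not listed in these tables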
MEX-5 binding = C. elegans MEX-5 TCR-2 RNA binding activity | AID 1832 | MEX-5/FITC-TCR2 RNA binding, fluorescence polarization; active compounds read low | activity score (negative = inhibition of binding), % at 10 µM | Q9XUB2 | hit rate 0.38% among 300,000;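 active = inhibition past about -25% in most replicates, and total fluorescence under double the plate's negative control median, limit read from the data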;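 also: 0% = DMSO and -100% = 5 µM competing unlabeled TCR2 RNA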
BCLXL inh = Bcl-xL (human) inhibition; hit rate 0.7% among 320,000; GST-Bcl-xL / FITC-Bim BH3 peptide fluorescence polarization; inhibition, % at 10.9 µM; AID 2129;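 active = inhibition above the mean of all tested compounds plus 3 SD, cutoff set per campaign, cut at about 30% in these data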;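 also: 0% = DMSO wells and 100% = unlabeled Bim-BH3 peptide competitor; inhibitors lower millipolarization by displacing the labeled peptide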
GRK2 inh = blocks RNA aptamer binding to human GRK2; P25098; bead flow cytometry, FAM-aptamer displacement from GRK2; inhibition of aptamer binding, % at 10 µM; hit rate 0.59% among 330,000; AID 488847;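 active = inhibition of aptamer binding above 40%, roughly 3 SD of noise, on plates passing a quality check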;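 also: median bead fluorescence of bound FAM aptamer so fluorescent compounds give negative values; no value below 0 was filed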
Efflux pump mplx = antifungal efflux pump inhibition, Nile Red retention | S. cerevisiae Candida pump triplex | inhibition, % at 10 µM | hit rate 0.44% among 330,000;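 active = plate passing quality check with inhibition over a set limit, or well fluorescence over plate mean plus 4 SD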;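 also: Nile Red retained in pooled yeast measured as flow cytometry median fluorescence; 0% = buffer negative control and 100% = Enniatin B positive control; higher means more Nile Red kept so more efflux inhibition; some compounds called inactive have numbers as strong as hits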
VLA-4 inh = inhibition in a human VLA-4 binding assay | hit rate 0.2% among 330,000 | inhibition, % (about 7 µM as worked out from the volumes in the protocol) | VLA-4 expressing cells, ligand binding flow cytometry | P13612; in the data active = inhibition above about 50%
Target sequence (P13612 whole entry, looked up): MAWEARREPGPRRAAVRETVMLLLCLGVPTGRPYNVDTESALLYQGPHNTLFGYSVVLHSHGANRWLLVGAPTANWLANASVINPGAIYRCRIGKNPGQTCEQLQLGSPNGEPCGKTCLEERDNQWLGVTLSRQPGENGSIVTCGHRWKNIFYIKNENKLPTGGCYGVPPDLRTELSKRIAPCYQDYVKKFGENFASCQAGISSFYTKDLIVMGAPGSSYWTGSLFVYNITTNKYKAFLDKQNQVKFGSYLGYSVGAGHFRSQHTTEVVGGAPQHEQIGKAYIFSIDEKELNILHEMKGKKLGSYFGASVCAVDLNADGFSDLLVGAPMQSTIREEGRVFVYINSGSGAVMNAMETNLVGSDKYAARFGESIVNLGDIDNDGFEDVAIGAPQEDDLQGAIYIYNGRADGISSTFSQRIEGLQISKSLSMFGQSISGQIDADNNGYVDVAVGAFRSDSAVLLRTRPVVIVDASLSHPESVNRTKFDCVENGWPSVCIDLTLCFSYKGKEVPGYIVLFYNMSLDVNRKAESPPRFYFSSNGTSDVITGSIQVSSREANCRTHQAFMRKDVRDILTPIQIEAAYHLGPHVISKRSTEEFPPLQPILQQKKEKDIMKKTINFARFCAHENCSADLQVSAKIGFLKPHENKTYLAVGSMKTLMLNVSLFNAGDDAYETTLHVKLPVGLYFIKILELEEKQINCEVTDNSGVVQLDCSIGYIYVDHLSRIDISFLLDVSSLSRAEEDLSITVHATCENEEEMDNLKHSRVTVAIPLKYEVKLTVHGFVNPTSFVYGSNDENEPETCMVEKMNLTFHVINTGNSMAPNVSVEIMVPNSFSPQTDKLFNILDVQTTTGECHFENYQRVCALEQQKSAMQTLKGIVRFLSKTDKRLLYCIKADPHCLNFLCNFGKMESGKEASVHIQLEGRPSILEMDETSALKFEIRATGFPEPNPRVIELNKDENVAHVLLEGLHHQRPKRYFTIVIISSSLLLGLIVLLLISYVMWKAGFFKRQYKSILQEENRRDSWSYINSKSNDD
* = called active by the depositor; · = not tested or not shown. The list is partial; count on the stated rates, not on these rows.

SMILES	GRK2 inh	GLD-1 TGE inh	MEX-5 binding	Fam108B inh	VLA-4 inh	PME-1 inh	MCL1-BIM inh	Efflux pump mplx	BCLXL inh
COc1ccccc1Sc1ccccc1CC(C)N (centres undefined)	0	1	-0.1	1	41	-1	0	1.3	-6
O=S(=O)(c1ccc(Cl)cc1)N1CN2CCN(C2)C1	0	2	-1.4	2	-5	-6	9	-0.1	4
COc1ccc(OCC(=O)N2CCN(Cc3nc4cc([N+](=O)[O-])ccc4n3C)CC2)cc1	0	8	-0.7	0	28	4	12	0.0	12
COc1ccc(C(=O)O/N=C(/C(N)=O)P(=O)(OC(C)C)OC(C)C)cc1	0	3	-0.1	-5	22	1	-6	-0.1	-3
Cc1cc(C(=O)CS(=O)(=O)c2ccc(F)cc2)cc(C)c1OC(=O)N(C)C	0	0	0.7	1	-1	0	2	-0.1	3
COc1cccc(C(=O)C2CCCN(Cc3cnn(C(C)C)c3)C2)c1 (centres undefined)	0	1	2.0	2	4	-3	13	0.1	6
O=C(O)C1CN2CCC1CC2 (centres undefined)	0	0	0.0	-1	14	-3	11	-0.1	33*
Clc1ccc(CO/N=C(\Cn2ccnc2)c2ccc(Cl)cc2Cl)c(Cl)c1	1	8	-1.8	-1	13	0	-1	0.3	0
O=c1[nH]c(=O)n(CCc2ccccc2)c(O)c1C=NCCCn1ccnc1	2	-4	-8.6	1	1	2	3	0.0	-3
O=C1NC(=O)N(c2ccccc2)C(=O)/C1=C/c1ccc([N+](=O)[O-])s1	5	-1	-36*	16	-16	-4	44*	0.0	26

The closing 3 compounds of the section before come first, to join the parts.
SMILES	GRK2 inh	GLD-1 TGE inh	MEX-5 binding	Fam108B inh	VLA-4 inh	PME-1 inh	MCL1-BIM inh	Efflux pump mplx	BCLXL inh
Clc1ccc(CO/N=C(\Cn2ccnc2)c2ccc(Cl)cc2Cl)c(Cl)c1	1	8	-1.8	-1	13	0	-1	0.3	0
O=c1[nH]c(=O)n(CCc2ccccc2)c(O)c1C=NCCCn1ccnc1	2	-4	-8.6	1	1	2	3	0.0	-3
O=C1NC(=O)N(c2ccccc2)C(=O)/C1=C/c1ccc([N+](=O)[O-])s1	5	-1	-36*	16	-16	-4	44*	0.0	26
O=C(CCN1CCCCC1)Nc1ccc(Br)cc1C(=O)c1ccccc1	0	1	0.2	1	-18	-3	9	1.4*	11
CCCOc1ccc(C(C)=O)cc1Cc1c(O)[nH]c(=S)[nH]c1=O	1	3	-4.0	-5	0	1	11	0.2	-2
O=C(CCC(=O)N1C[C@H]2C[C@@H](C1)c1cccc(=O)n1C2)NCc1cccc(C(F)(F)F)c1	2	0	0.4	4	-2	1	-5	-0.1	-2
O=C(COc1ccccc1)N1CCN(C/C=C/c2ccccc2)CC1	1	-5	1.0	-3	-7	1	8	-0.2	10
CCC(=NCCC1=CCCCC1)c1c(O)[nH]c(=O)[nH]c1=O	0	-1	-2.4	0	-4	5	-3	0.2	5
CCN(CC)CCCOC(=O)C(OC(C)C)(c1ccccc1)c1ccccc1	0	4	0.1	0	4	-1	-10	0.6	-4
CCOC(=O)c1cc(CC)sc1/N=C/c1c(O)[nH]c(=S)[nH]c1=O	1	-28	-29*	3	9	-6	-76	-0.1	-31
COc1ccc(N=Cc2c(O)n(-c3ccc(C)cc3)c(=O)[nH]c2=O)cc1	2	-3	-3.2	-7	2	-4	3	0.1	6
O=CNc1ccc(OP(=O)(Oc2ccccc2)Oc2ccccc2)cc1	4	-3	1.5	1	-2	8	1	-0.1	3
COc1ccc(C(=O)Cn2c(NCCCl)nc3ccccc32)cc1	0	4	-1.3	4	1	-3	2	-0.1	13
CCN1C(=O)C(=Cc2ccc(N3CCOCC3)o2)C(=O)N(CC)C1=S	0	-82	13	-19	-1	-14	-109	0.2	-82
Cc1ccc(N2C(=O)CC(=O)NC2=O)cc1Cl	0	-35	8.0	-7	6	-6	-36	0.2	-26
O=C(Cc1ccc(Cl)cc1)NCCN1CCN(C(=O)Cc2ccc(Cl)cc2)CC1	5	2	0.8	1	13	4	3	0.6	1
CC(C)(C)C(=O)O[C@H]1CC[C@@]2(C)C(=CC(=O)C3C2CC[C@]2(C)C(=O)[C@@H](F)CC32)C1 (some centres undefined)	0	-1	·	·	23	·	·	0.1	·
C(=NC12CN3CN(CN(C3)C1)C2)c1cccnc1	0	-1	-0.5	1	6	-4	12	-0.1	6
Cc1c(C=O)c2ccccc2n1Cc1ccccc1F	1	11	-0.7	0	0	2	8	0.0	10
COc1ccc(CN2C(=O)NC(=O)/C(=C\c3ccc(OC)c(OC)c3OC)C2=O)cc1	0	-10	7.0	3	9	-1	-3	-0.3	-7
O=c1[nH]c(O)c(C=Nc2ccccc2[N+](=O)[O-])c(=O)[nH]1	58*	3	1.4	3	-16	0	6	-0.2	1
CNCC(O)c1cc(OCc2ccccc2)c(OCc2ccccc2)cc1F (centres undefined)	0	0	3.9	2	36	-3	6	0.1	6
c1ccc(OCC2CO2)cc1 (centres undefined)	0	6	·	·	11	-3	-4	0.1	1
Cn1cccc1CNCCc1ccc(F)cc1	0	7	0.5	1	4	-5	6	0.2	3
CCOC(=O)c1c(NC(=O)C(c2ccccc2)c2ccccc2)sc2c1C1CCN2CC1	1	-3	0.0	-3	-4	0	4	-0.1	5
COc1ccc(-n2c(O)c(C(C)=NC3CC3)c(=O)[nH]c2=O)cc1	4	-2	-2.0	2	5	1	3	-0.1	3
O=C1NC(=O)C2(Cc3ccccc3N3CCCC32)C(=O)N1c1ccccc1 (centres undefined)	0	11	-2.3	-4	15	-2	14	0.3	19
COC(=O)C1=C(c2ccc(S(C)(=O)=O)cc2)C[C@@H]2CC[C@H]1N2C(=O)N1CCCC1	1	0	-4.7	1	29	4	7	0.1	3
O=C1C2CCCN2C(c2ccccc2)N1c1ccccn1 (centres undefined)	0	-7	0.3	7	0	2	2	0.2	-1
COC(=O)Cn1cc(C(=O)c2ccccc2F)c2ccccc21	1	·	-1.5	·	10	·	·	-0.1	·
CCCCCn1cc(C(=O)C(=O)N2CCOCC2)c2ccccc21	0	-1	1.1	3	-8	8	-5	0.0	0
C/C(=N\N1CCCCCC1)c1c(O)n(-c2ccc(Cl)cc2)c(=O)[nH]c1=O	0	3	0.5	1	-179	-2	-7	-0.1	0
O=C(N/N=C1/CN2CCC1CC2)c1cccc(O)c1	1	7	-2.7	4	4	-14	8	0.0	9
O=c1[nH]c(CN2CC=C(c3ccccc3)CC2)nc2scc(-c3ccccc3)c12	14	-15	2.3	-6	-41	-11	-18	0.4	-8
O=C1CC(c2cccnc2)=NN1c1ccc(Cl)cc1Cl	2	-1	-2.4	1	6	1	-6	-0.2	4
O=c1c2ccccc2nc(Cc2ccccc2)n1-c1ccccc1O	1	7	-0.2	-1	8	-2	5	-0.1	4
CNC(C(=O)c1ccccc1)C(OC)c1cccc([N+](=O)[O-])c1 (centres undefined)	1	3	3.9	0	3	0	5	0.0	4
Cc1c(C=C2C(=O)N(C)C(=O)N(C)C2=O)c(=O)n(-c2ccccc2)n1C	2	-28	-0.2	1	-6	-2	-27	-0.1	-11
CS(=O)(=O)NCc1nnc2n1-c1ccc(Cl)cc1C(c1ccccc1)=NC2	0	9	-1.0	-1	-7	1	1	-0.1	11
CCC(=Nc1ccc(OC)cc1OC)c1c(O)n(C)c(=O)n(C)c1=O	1	8	0.5	4	6	1	3	-0.1	5
CCN1CCN(Cc2ccc(OC(F)(F)F)cc2)CC1	0	5	-2.2	-1	5	4	3	0.0	2
N=c1c[n+](CC23CC4CC(CC(C4)C2)C3)[n-]o1	2	-7	2.8	-1	1	-2	3	-0.1	7
O=P(NC(c1ccccc1)c1ccccc1)(Oc1ccccc1)Oc1ccccc1	0	3	0.3	-5	5	0	-5	0.4	0

Record cards, from the list above:
`CS(=O)(=O)NCc1nnc2n1-c1ccc(Cl)cc1C(c1ccccc1)=NC2` is listed as GRK2 inh = 0; GLD-1 TGE inh = 9; MEX-5 binding = -1.0; Fam108B inh = -1; VLA-4 inh = -7; PME-1 inh = 1; MCL1-BIM inh = 1; Efflux pump mplx = -0.1; BCLXL inh = 11
`CCC(=Nc1ccc(OC)cc1OC)c1c(O)n(C)c(=O)n(C)c1=O` is listed as GRK2 inh = 1; GLD-1 TGE inh = 8; MEX-5 binding = 0.5; Fam108B inh = 4; VLA-4 inh = 6; PME-1 inh = 1; MCL1-BIM inh = 3; Efflux pump mplx = -0.1; BCLXL inh = 5

Continued.
SMILES	GRK2 inh	GLD-1 TGE inh	MEX-5 binding	Fam108B inh	VLA-4 inh	PME-1 inh	MCL1-BIM inh	Efflux pump mplx	BCLXL inh
O=c1[nH]c(=S)[nH]c(O)c1C(c1ccccn1)c1c(O)[nH]c(=S)[nH]c1=O	2	1	-7.6	2	21	-4	16	0.0	8
CC(C)(C)c1ccc(S(=O)(=O)N2CC3CC(C2)c2cccc(=O)n2C3)cc1 (centres undefined)	0	-1	1.0	1	22	9	2	-0.2	1
Fc1ccc(N2CCN(Cc3ccc4c(c3)OCO4)CC2)cc1	1	0	-4.2	1	-1	-4	2	0.0	6
COC(=O)CC1=C(C(=O)OC)C2(C(=O)Nc3c(C)cccc32)C(C#N)=C(N)O1 (centres undefined)	3	7	-1.9	0	107*	-14	1	-0.1	4
O=c1cccc2n1CC1CC2CN(Cc2c(Cl)cccc2Cl)C1 (centres undefined)	0	5	-0.7	-3	12	5	14	-0.1	3
c1ccc2c(c1)[nH]c1cnccc12	0	2	1.1	-5	-3	-6	1	0.0	2
O=C(COC(=O)Cc1ccccc1)NNC(=O)c1ccc([N+](=O)[O-])cc1	0	3	·	·	2	1	18	0.3	-1
Cc1cc(=O)oc2cc3c(cc12)CCCN3	3	6	-1.7	-4	6	-1	1	-0.1	6
ClC(Cl)(Cl)c1ccccc1	0	-4	·	·	22	-2	-8	0.1	2
CCOC(=O)c1nc2ccccc2c(=O)n1-c1ccc(C)cc1	2	-6	0.5	-2	2	9	2	-0.1	5
c1cc2n(c1)-c1c(ccc3c1OCO3)CNC2c1ccc2c(c1)OCO2 (centres undefined)	0	-8	1.2	0	22	1	1	0.0	5
COc1ccc(NC(c2ccccc2)P(=O)(Oc2ccccc2)Oc2ccccc2)cc1 (centres undefined)	2	5	0.9	4	16	5	16	0.2	6
COC(=O)C1=C(c2ccc(C(C)=O)cc2)C[C@@H]2CC[C@H]1N2C(=O)NCCO	0	2	·	·	12	0	2	-0.2	4
CN(c1ccc(OCC(=O)N2CCN(C/C=C/c3ccccc3)CC2)cc1)S(=O)(=O)c1cccs1	0	0	2.1	1	0	4	-1	-0.1	2
c1cc2c(cc1[C@H]1OC[C@H]3[C@@H]1CO[C@H]3c1ccc3c(c1)OCO3)OCO2	2	-6	·	·	-3	·	·	0.1	·
